Assay outcomes (PubChem BioAssay)
OX1R antag-1 = blocks the human orexin 1 receptor | O43613 | OX1R-expressing cells, FRET antagonist read-out | inhibition, % at 6.6 µM | 330,000 compounds, 1.8% hits | AID 485270; in the data active = inhibition mostly above about 38%, no sharp cut-off; inactive = mostly below about 40%;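 note: 0% = agonist challenge alone and 100% = reference antagonist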
Target sequence (O43613 whole entry, looked up): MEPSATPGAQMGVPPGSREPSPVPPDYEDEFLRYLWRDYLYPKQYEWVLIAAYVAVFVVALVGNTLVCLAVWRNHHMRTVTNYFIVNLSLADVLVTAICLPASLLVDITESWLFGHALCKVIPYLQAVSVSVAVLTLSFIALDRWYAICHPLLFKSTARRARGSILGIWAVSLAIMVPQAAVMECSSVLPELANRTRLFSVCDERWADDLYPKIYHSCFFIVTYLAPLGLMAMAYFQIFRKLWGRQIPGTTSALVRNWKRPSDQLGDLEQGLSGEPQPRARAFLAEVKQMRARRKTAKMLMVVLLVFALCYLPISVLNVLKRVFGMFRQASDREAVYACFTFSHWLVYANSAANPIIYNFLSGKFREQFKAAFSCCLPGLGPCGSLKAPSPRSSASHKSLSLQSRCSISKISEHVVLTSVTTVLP
OX1R antag-2 = human HCRTR1 antagonism. inhibition, % at 5 µM. O43613. CHO/OX1R cells, Fluo-8 calcium fluorescence, orexin A. 330,000 compounds, 0.43% hits. AID 434989;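 active = inhibition above its plate's threshold, mean inhibition of all tested compounds on the plate plus 3 SD, cut at about 37% in these data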;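 note: 0% = orexin A challenge wells and 100% = SB-334867-A antagonist wells; not every result past the cut was called active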
The depositor's hits bear a star.

The line under a structure holds: OX1R antag-1 | OX1R antag-2
1	COc1ccc2c(c1)O[C@@]1(CCCC[C@@H]1C)CC2=O
    13 | -27
2	CCn1nc(C)c(CNC(=O)c2cc(COc3ccc(C)nc3)on2)c1C
    9 | -28
3	CCOC(=O)c1c(-c2ccc(F)cc2)csc1NC(=O)CCN1CCOCC1
    8 | -35
4	Cc1ccc(COc2ccsc2C(=O)NN)cc1
    19 | -19
5	O=C(O)c1ccc(S(=O)(=O)NC2CC2)cc1
    6 | -10
6	CCC(CC)N1CCN(S(=O)(=O)c2ccc(OC)cc2)CC1
    5 | -15
7	O=C(NCc1cccs1)c1cc(-c2ccccc2)on1
    5 | -3
8	O=C(COC(=O)CNC(=O)c1ccc(Cl)c([N+](=O)[O-])c1)NC(=O)c1ccccc1
    51* | -8
9	O=C(C/C=N\OCc1c(Cl)cccc1Cl)Oc1ccc(Cl)cc1Cl
    8 | -9
10	Cc1ccccc1NC(=O)c1ccc(C)c(S(=O)(=O)Nc2cccnc2)c1
    32 | -4

Next part:
The line under a structure holds: OX1R antag-1 | OX1R antag-2
11	NC(=O)c1ccsc1NC(=O)COC(=O)c1ccccc1F
    4 | -10
12	CCOC(=O)C1CCCN(C(=O)CNC(=O)Cn2ccc3ccccc3c2=O)C1 (configuration not stated)
    24 | 2
13	Cc1cc(C)c(NC(=O)C2CC(=O)N(Cc3ccccc3)C2)c(C)c1 (configuration not stated)
    14 | -27
14	CN(C)c1ccc(/C=N/N=C2/SC(CC(=O)O)C(=O)N2c2ccc(O)cc2)cc1 (configuration not stated)
    18 | 1
15	CC(C)CC(=O)N1CCN(C(=O)CCC2CCCC2)CC1
    11 | -19
16	C/C(=N\NC(=O)CCn1nc(C)cc1C)C(C)(C)C
    12 | -8
17	CC1(C)c2ccccc2N2CCC(=O)NC21/C=C/c1ccco1 (configuration not stated)
    4 | 0
18	C/C=C\C=C/C(=O)Nc1cccc(C2=NOC3(C2)C[C@@H](C(N)=O)N(C(=O)C2(C)CC2)C3)c1 (some centres not stated)
    11 | -3
19	COC(=O)C1=CO[C@@H](O)C2C(CO)=CCC12 (some centres not stated)
    6 | 8
20	COc1cc(O)c(/C=N/NC(=O)c2ccncc2)c(OC)c1[N+](=O)[O-]
    20 | -5

OX1R antag-1, hit marks shown above.
The line under a structure holds: OX1R antag-1 | OX1R antag-2
8	O=C(COC(=O)CNC(=O)c1ccc(Cl)c([N+](=O)[O-])c1)NC(=O)c1ccccc1
    51* | -8

(continued)
The line under a structure holds: OX1R antag-1 | OX1R antag-2
21	CCN1CCN(C(=O)c2cc(S(=O)(=O)Nc3ccc(S(C)(=O)=O)cc3)ccc2Cl)CC1
    5 | -6
22	CCCCC1(C(=O)OCC)NC(c2ccc(O)cc2)C2C(=O)N(c3ccccc3)C(=O)C21 (configuration not stated)
    22 | -21
23	CCc1cccc(C)c1NC(=S)N1CCCC1C(=O)O (configuration not stated)
    6 | -4
24	O=C(Nc1ccc2c(c1)OCCO2)C1CCN(S(=O)(=O)c2ccc3c(c2)OCCO3)CC1
    11 | -6
25	CCOc1ccc(NC(=O)/C(C=Nc2ccccc2)=C(\C)O)cc1
    16 | -36
26	CCCN(CCC)CCCNC(=O)c1cn(CC)c2ccc(S(=O)(=O)N3CCc4ccccc4C3)cc2c1=O
    23 | -39
27	COc1cccc(-c2nc(CS(=O)(=O)CC(=O)NCCC(C)C)c(C)o2)c1
    5 | -22
28	O=C(Nc1ccccc1)N1CCC(C(=O)N2CCCC(C(F)(F)F)C2)CC1 (configuration not stated)
    27 | -6
29	CC(=O)c1sc(NC(=O)c2ccccc2F)nc1-c1ccccc1
    39 | -14
30	COc1ccc(C/C(N)=N/OC(=O)c2ccco2)cc1OC
    12 | 12

Another view of part of the listing above:
29. CC(=O)c1sc(NC(=O)c2ccccc2F)nc1-c1ccccc1
27. COc1cccc(-c2nc(CS(=O)(=O)CC(=O)NCCC(C)C)c(C)o2)c1
Screen / compound no. | 29 | 27
OX1R antag-1 | 39 | 5
OX1R antag-2 | -14 | -22

More results follow.
The line under a structure holds: OX1R antag-1 | OX1R antag-2
31	C/C(=N\Nc1ncc(Cl)cc1Cl)c1cccs1
    -4 | -1
32	CCOc1ccc(CN(C(=O)c2cccs2)C2CCS(=O)(=O)C2)cc1 (configuration not stated)
    -1 | -8
33	COc1cccc(-c2c(C(=O)N/N=C/c3ccsc3)nnn2-c2nonc2N)c1
    26 | -28
34	O=c1cc(CSc2ccc(Cl)cc2)nc(N2CCOCC2)[nH]1
    -2 | -15
35	CC(=O)CSc1ncnc2sc3c(c12)CCC(C)C3 (configuration not stated)
    11 | -33
36	O=C(O)c1ccn(Cn2cnc3ccccc32)n1
    1 | -19
37	CC(C)CCN1CCN(C2CCN(c3ccc4c(c3)OCO4)CC2)CC1CCO (configuration not stated)
    4 | -8
38	N#Cc1c(NCCN)nc(-c2ccco2)c2c1CCCC2
    21 | -20
39	O=C(CSc1n[nH]c(Cc2ccccc2)n1)Nc1ccccc1Br
    10 | -17
40	CCc1ccc2[nH]c(=O)c(CN(CC3CCCO3)C(=S)NCc3ccco3)cc2c1 (configuration not stated)
    17 | -38

Remaining list, next part
The line under a structure holds: OX1R antag-1 | OX1R antag-2
41	CCNC(=S)N/N=C/c1ccccc1[N+](=O)[O-]
    42 | -11
42	CC(C)CCOc1ccc(C2(C)NC(=O)NC2=O)cc1 (configuration not stated)
    19 | 10
43	O=C(c1cc(C2CC2)nn1-c1ccccc1)N1CCN(S(=O)(=O)c2c(F)cccc2F)CC1
    6 | -13
44	CCCCCC(=O)Nc1ccc(C(=O)COC(=O)CN2C(=O)NC3(CCCC3)C2=O)cc1
    8 | -9
45	O=C(Nc1ccc2c(c1)C(=O)N(c1ccccc1)C2=O)c1cccs1
    6 | -20
46	COC(=O)c1ccccc1Sc1ncnc2onc(C)c12
    12 | 0
47	CCOC(=O)N(CC)OC(=O)Nc1ccc(Cl)cc1
    16 | 17
48	CS(=O)(=O)N1CCN=C1SCc1ccc([N+](=O)[O-])cc1
    14 | -15
49	CCCCN(Cc1ccccc1)S(=O)(=O)c1ccc2c(c1)n(C)c(=O)c(=O)n2C
    13 | -8
50	COc1ccc(C(=O)NC(=O)CSc2nc3nc(C)cc(C)n3n2)cc1
    5 | -21

Later entries
The line under a structure holds: OX1R antag-1 | OX1R antag-2
51	CCN(CC)S(=O)(=O)c1ccc(N/N=C(\C)c2cccnc2)nc1
    16 | -23
52	O=C(Cn1nnc(-c2ccc(Cl)cc2)n1)N1CCN(C(=O)c2ccco2)CC1
    -2 | -23
53	Cc1cc(C)cc(NC(=O)C(NCC2CCCO2)c2ccccc2)c1 (configuration not stated)
    16 | -16
54	Cc1nn(C)c(C)c1CN(Cc1nc(-c2ccc(F)cc2F)oc1C)C1CC1
    20 | -38
55	Cc1cc(C)nc(NS(=O)(=O)c2ccc(NC(=O)c3ccc(N4C(=O)CCC4=O)cc3)cc2)n1
    10 | -16
56	CC1(c2ccc(Cl)cc2)NC(=O)CS1 (configuration not stated)
    6 | -1
57	COC(=O)Cc1csc(/N=C/c2c(O)n(-c3cccc(C(F)(F)F)c3)c(=O)c3ccccc23)n1
    2 | -30
58	N#CC1=C(N)Oc2n[nH]c(-c3cccs3)c2C1c1ccccc1C(=O)O (configuration not stated)
    19 | -11
59	COc1ccc(C(C(=O)NCC2CCCO2)N(C(=O)c2snc(C(N)=O)c2N)c2ccccc2C)cc1OC (configuration not stated)
    38 | -11
60	CCOC(=O)N1CCN(CC(=O)Nc2sc(CC)cc2C(=O)c2ccc(OC)cc2)CC1
    9 | -22

Later entries:
The line under a structure holds: OX1R antag-1 | OX1R antag-2
61	Cc1cccc(-n2ncc(C(=O)NC3CCCC3)c2C2CCN(C(=O)OC(C)(C)C)CC2)c1
    1 | -34
62	O=C(c1ccc2c(c1)N(Cc1ccccc1)CCS2)N1CCOCC1
    14 | -12
63	COc1ccc(-c2cc(C(=O)N3CCN(C(c4ccccc4)c4ccccc4)CC3)no2)cc1
    19 | -19
64	Cc1noc(C)c1COC(=O)c1ccccc1Oc1ccccc1
    5 | -27
65	Cc1cc(C)cc(NC(=O)Cn2c(=O)oc3cc(S(=O)(=O)N4CC(C)CC(C)C4)ccc32)c1 (configuration not stated)
    6 | -43
66	CS(=O)(=O)N(CC(=O)NCCSCc1ccccc1)c1ccccc1
    15 | -19
67	O=C(O)C(Cc1ccccc1)N1Cc2ccccc2C1=O (configuration not stated)
    7 | -3
68	COc1ccc(C(C)(C)C)cc1NC(=O)CCn1[nH]c(=O)ccc1=O
    8 | 6
69	O=C(c1ccc2c3c(cccc13)CC2)C1CCCN(C(=O)c2ccc[n+]([O-])c2)C1 (configuration not stated)
    16 | -12
70	COc1cc(C2C(C(=O)c3cccs3)=C(O)C(=O)N2CCN2CCOCC2)ccc1OCCC(C)C (configuration not stated)
    17 | -7

One compound at a time (already shown). Screens in order: OX1R antag-1 | OX1R antag-2
`Cc1cccc(-n2ncc(C(=O)NC3CCCC3)c2C2CCN(C(=O)OC(C)(C)C)CC2)c1` reads 1 | -34
`COc1cc(C2C(C(=O)c3cccs3)=C(O)C(=O)N2CCN2CCOCC2)ccc1OCCC(C)C` (configuration not stated) reads 17 | -7
`Cc1cc(C)cc(NC(=O)Cn2c(=O)oc3cc(S(=O)(=O)N4CC(C)CC(C)C4)ccc32)c1` (configuration not stated) reads 6 | -43
`Cc1noc(C)c1COC(=O)c1ccccc1Oc1ccccc1` reads 5 | -27
`COc1ccc(-c2cc(C(=O)N3CCN(C(c4ccccc4)c4ccccc4)CC3)no2)cc1` reads 19 | -19

Additional compounds:
The line under a structure holds: OX1R antag-1 | OX1R antag-2
71	CCS(=O)(=O)Nc1cccc(-c2ccc3nnc(-c4cccnc4)n3n2)c1
    35* | -10
72	O=C1CCCN2N=C(SCC(=O)Nc3ccc([N+](=O)[O-])cc3)SC2=N1
    18 | -6
73	CCS(=O)(=O)Nc1ccc(C2=NN(C(=O)c3ccccc3)C(c3cccs3)C2)cc1 (configuration not stated)
    2 | -25
74	COc1ccc(-c2nn(-c3ccccc3C)cc2CNCCc2cnc[nH]2)cc1F
    15 | -17
75	O=C(NCCCCc1ccccc1)Nc1ccc(F)cc1F
    21 | -13
76	Cn1cc(CNC(=O)Nc2ccc3c(c2)OCO3)cn1
    16 | -11
77	O=C1c2ccccc2C(=O)N1OCCOCCOCCBr
    -7 | -13
78	COc1cc(CCC(=O)Nc2nccs2)cc(OC)c1OC
    6 | -16
79	CN(C)c1ccc(C(=O)C(=O)c2ccccc2)cc1
    2 | -15
80	Cc1[nH]n(-c2ccccc2)c(=O)c1N=Nc1ccccc1C(=O)N1CCCCC1
    20 | -26

Continued.
The line under a structure holds: OX1R antag-1 | OX1R antag-2
81	O=C(CSc1nnc(-c2ccncc2)n1-c1ccccc1)N1CCN(c2ccc(Cl)cc2)CC1
    7 | -12
82	Cc1cccc(Cn2c(=O)n(Cc3ccco3)c(=O)c3ccccc32)c1
    23 | -21
83	O=C(Nc1cccc(S(=O)(=O)N2CCCCC2)c1)Nc1ccc(Cl)cc1Cl
    34 | -22
84	O=C(NCC(c1ccco1)N1CCN(c2ccccc2)CC1)c1ccco1 (configuration not stated)
    21 | -24
85	Fc1ccc2c(c1)C(c1ccncc1)=NNC(c1cccnc1)=N2
    10 | 16
86	C=CCSC1=N/C(=C/c2ccsc2)C(=O)N1c1ccccc1
    9 | -15
87	N#C/C(=C/c1ccccc1)C(=O)OCC(=O)Nc1ccccc1[N+](=O)[O-]
    21 | -7
88	O=C(c1cnccn1)N1CCN(c2ccccc2F)CC1
    -1 | -20
89	COc1ccc(N=C2S/C(=C\c3ccc(Cl)c([N+](=O)[O-])c3)C(=O)N2CCN(C)C)cc1
    15 | 15
90	CCOc1cccc(N(C(=O)C2COc3ccccc3O2)C(C(=O)NC2CCCCC2)c2ccc(O)cc2)c1 (configuration not stated)
    9 | -18

Continuation.
The line under a structure holds: OX1R antag-1 | OX1R antag-2
91	CC1CCCC(C)N1S(=O)(=O)c1ccc(NC(=O)c2ccccc2C(=O)N2CCOCC2)cc1 (configuration not stated)
    14 | -6
92	O=C(Nc1ccc(-c2noc(-c3ccccc3F)n2)cc1)c1cccs1
    4 | -13
93	N#CCCN(C(=O)Nc1ccc(Cl)cc1)c1ccccc1
    3 | 2
94	CC(C)n1nccc1N(Cc1ccc(Cl)cc1)S(=O)(=O)c1ccccc1
    14 | -22
95	Cc1ccc(-c2cc(C(=O)NN)n[nH]2)o1
    21 | -8
96	CC(C(=O)N1CCN(C(=O)c2ccco2)CC1)n1sc2ccccc2c1=O (configuration not stated)
    10 | -14
97	CN1C(=O)N(c2ccccc2)C(Nc2nncs2)C1(C)C (configuration not stated)
    7 | 10
98	O=C(O)COc1ccc(Cl)cc1CO
    3 | -8
99	C=CCn1c(SCc2cc(=O)n3ccsc3n2)nc2cc(Cl)ccc2c1=O
    16 | -26
100	Cn1nc(C(F)(F)F)c(-c2cccc(C(F)(F)F)c2)c1NC(=O)Nc1ccc(F)cc1
    19 | 28

(listing goes on)
The line under a structure holds: OX1R antag-1 | OX1R antag-2
101	C=CCn1c(C)cc(C(=O)COC(=O)c2n[nH]c(=O)c3ccccc23)c1C
    25 | 12
102	C/C(=N\NC(=O)COc1ccc(C(C)(C)C)cc1)c1ccc(-n2ccnc2)cc1
    -3 | -35
103	Cc1ccccc1OCCC(=O)Nc1ccc(N2CCOCC2)cc1N1CCOCC1
    5 | -29
104	O=C(NC1CC1)C1Nc2ccc(OC(F)(F)F)cc2C2C=CCC12 (configuration not stated)
    14 | -6
105	CCN1C(=O)[C@@H]2[C@@H](c3ccc(-c4ccccc4)cc3)N3CCC[C@@]3(C(=O)OC)[C@@H]2C1=O
    3 | -8
106	Clc1cc(Cl)c2nc(N3CCCCC3)sc2c1
    23 | -27
107	O=C(CSc1nc(-c2ccccc2)cs1)N1CCc2ccccc21
    4 | -4
108	CC(NC(=O)C1CCN(C(=O)c2ccc(F)cc2)CC1)c1ccc(-n2ccnc2)cc1 (configuration not stated)
    14 | -3
109	COC(=O)c1cccc(OCC(O)Cn2ccnc2)c1 (configuration not stated)
    16 | -6
110	CCCCNC(=O)c1c(C)cc(=O)oc1C
    15 | -14

Values by screen from above:
OX1R antag-2 for nos. 106 to 110: -27, -4, -3, -6, -14
OX1R antag-1 for nos. 106 to 110: 23, 4, 14, 16, 15
